Screening data as filed in PubChem.
KLF5 inh – kruppel-like factor 5 inhibition | DLD-1 KLF5 promoter-luciferase reporter, luminescence | inhibition, % at 5 µM | actives 0.23% (n = 290,000);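 active means inhibition above a per-plate limit of that plate's mean compound inhibition plus 3 SD, cut at about 60% in these data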;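 further: 0% = DMSO wells and 100% = LY294002 at 200 µM; higher means less KLF5 promoter-driven luciferase light; inactives centre near -14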
aSyn UTR inh – MLPCN primary screen, SNCA 5' untranslated region; alpha-synuclein 5'UTR reporter, inhibitor activity; inhibition, % (tested at 7.5 µM); actives 0.82% (n = 300,000); AID 1813; in the data active means inhibition above about 60%; inconclusive means no clear call, values can overlap the other calls;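 further: H4 neuroglioblastoma cells stably carrying SNCA 5'UTR luciferase fusion; 0% = DMSO wells and 100% = positive control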
AI-2 QS mod – Vibrio harveyi AI-2 quorum sensing modulation; Vibrio harveyi JMH597 AI-2 luminescence/OD600 ratio, 9 h; active compounds read low; strain lacks LuxN and CqsS sensors; 0 = neutral-control median; activity change, % at 7.5 µM; actives 0.4% (n = 300,000); in the data active means activity change below about -75%, passing the limit was not always enough; inconclusive means no clear call, values can overlap the other calls;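 further: luminescence divided by OD600 gain over 9 h not by final OD600 alone; inactives centre near 13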
HSF-1 act – increases HSF-1 driven luciferase reporter signal; NIH3T3-HGL HSF-1 luciferase reporter, MG132, 8 h; 100% = twice DMSO control signal; activation, % at 9 µM; actives 1.7% (n = 300,000);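 active means mean replicate activation of at least 50% with a set share of replicates each reaching 50%; inconclusive means only one of those two conditions met; inactive means mean below 50% and too few replicates reaching it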;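 further: 0% = median of the neutral control wells and 100% = twice that signal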
GSK3beta inhib – inhibitors of human GSK3beta kinase; GST-GSK3beta kinase, ADP-Glo luminescence, 60 min; active compounds read low; activity score (negative = inhibition), % at 10 µM; actives 0.038% (n = 300,000);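 active means more than half of replicate wells score below -50%, meaning over 50% inhibition versus plate controls; inconclusive means some replicates but at most half score below -50%; inactive means no replicate scores below -50%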;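 further: 0% = median DMSO wells and -100% = median GW8510 positive control wells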
Target sequence (P49841 whole entry, looked up): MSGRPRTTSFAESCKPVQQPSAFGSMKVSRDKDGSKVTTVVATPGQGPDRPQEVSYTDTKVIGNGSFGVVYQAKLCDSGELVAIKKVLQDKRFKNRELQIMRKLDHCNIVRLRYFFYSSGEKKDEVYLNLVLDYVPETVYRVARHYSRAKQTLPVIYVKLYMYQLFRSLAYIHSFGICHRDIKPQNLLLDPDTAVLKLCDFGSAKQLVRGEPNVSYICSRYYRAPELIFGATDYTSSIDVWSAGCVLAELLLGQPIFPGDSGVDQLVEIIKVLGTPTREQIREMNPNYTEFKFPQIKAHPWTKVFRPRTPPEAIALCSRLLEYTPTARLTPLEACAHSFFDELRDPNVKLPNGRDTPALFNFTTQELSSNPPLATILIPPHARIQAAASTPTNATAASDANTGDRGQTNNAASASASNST
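Assay system: GST-fused GSK3beta enzyme, cell-free / Medium: Tris pH 7.5 buffer with MgCl2, DTT, BSA, heparin / Also added: peptide substrate plus 25 µM ATP (final) / Compound: 10 µM single point / Timing: kinase reaction with compound 60 min at room temperature / Detection: ADP-Glo luminescence / Benchmarks: DMSO neutral wells and GW8510 at 20 µM as positive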
IEC-6 tox – kills IEC-6 intestinal cells in KLF5 counter-screen; IEC-6 cytotoxicity, luminescence viability; inhibition, % at 5 µM; actives 0.78% (n = 290,000); AID 1825; in the data active means inhibition above about 22%;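 further: 0% = plate median of test compound wells and 100% = cytotoxic reference compound wells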
HSP90 refold inh – inhibitors of HSP90 luciferase refolding in rabbit reticulocyte lysate; AID 1789; luciferase refolding luminescence, 3 h; inhibition, % at 5.6 µM; actives 0.91% (n = 290,000);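 active means inhibition above the screen-wide mean plus 3 SD, computed separately per campaign, cut at about 16% in these data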;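 further: 0% = DMSO wells and 100% = 60 µM geldanamycin wells; inhibitors lower the luminescence because luciferase stays unfolded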
GSK3 alpha inh – blocks human GSK-3 alpha kinase; inhibition, % at 10 µM; actives 0.1% (n = 320,000); P49840; ADP-Glo luminescence, 60 min;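 in the data active means inhibition above about 50%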;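 further: GST-tagged GSK-3 alpha with peptide substrate and 25 µM ATP; 0% = DMSO neutral wells and 100% = GW8510 positive control wells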
Target sequence (P49840 whole entry, looked up): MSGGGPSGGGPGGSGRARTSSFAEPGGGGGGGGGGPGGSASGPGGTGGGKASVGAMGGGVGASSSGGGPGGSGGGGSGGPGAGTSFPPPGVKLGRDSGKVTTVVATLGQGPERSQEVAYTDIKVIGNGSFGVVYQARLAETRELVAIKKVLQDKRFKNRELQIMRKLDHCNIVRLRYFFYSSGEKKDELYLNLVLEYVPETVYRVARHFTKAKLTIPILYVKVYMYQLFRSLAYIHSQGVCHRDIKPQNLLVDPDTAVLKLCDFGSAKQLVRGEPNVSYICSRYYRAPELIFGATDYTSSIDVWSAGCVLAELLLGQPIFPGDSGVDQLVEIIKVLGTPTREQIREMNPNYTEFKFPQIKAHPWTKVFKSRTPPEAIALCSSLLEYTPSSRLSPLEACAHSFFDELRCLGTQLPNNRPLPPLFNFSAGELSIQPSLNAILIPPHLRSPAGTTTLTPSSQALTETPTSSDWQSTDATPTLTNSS
HSF1 inhib – HSF1 inhibition | activity change, negative = inhibition, % at 7.5 µM (by protocol) | NIH3T3-HGL HSE-luciferase, MG132-induced, luminescence 8 h; active compounds read low | AID 2098 | actives 0.77% (n = 300,000);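 active means more than half of replicate wells show activity change below -50%, luminescence cut by over half; inconclusive means some wells, but at most half, below -50%; inactive means no replicate well below -50%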;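 further: luciferase reports HSF-1 transcriptional activity via heat shock element; 0% = median of DMSO wells and -100% = zero luminescence signal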
PolyA inhibitor – blocks polyadenylation in yeast reporter cells; calls only at 12 µM; AID 1875; actives 0.02% (n = 300,000); S. cerevisiae SKY197-pL101 polyadenylation reporter, beta-gal luminescence; efflux-impaired pdr1/pdr3 knockout yeast; score 100 = 6 SD above DMSO;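 active means lowest replicate activity score at least 50, where 100 means six control SD above control mean; inconclusive means lowest score under 50 but half or more replicates reach 50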;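 further: yeast exposed to compound for 9 h at 30 °C; higher score means more reporter readthrough which indicates perturbed polyadenylation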
* = called active by the depositor; i = inactive; ? = inconclusive; / = no result given. A portion of the library; count on the stated rates, not on these rows.

The line under a structure holds: KLF5 inh	aSyn UTR inh	AI-2 QS mod	HSF-1 act	GSK3beta inhib	IEC-6 tox	HSP90 refold inh	GSK3 alpha inh	HSF1 inhib	PolyA inhibitor
- O=C(Oc1cccc(C(=S)N2CCOCC2)c1)c1cccc([N+](=O)[O-])c1
 : -48	-10	18	12	-1	-2	3	-2	0	i
- CCNC(=S)NNC(=O)CSc1nc2ccccc2n1C
 : -33	-20	28	-1	-3	2	-1	2	2	i
- COc1cccc(N2CCN(C3CC(=O)N(c4ccc(Cl)c(Cl)c4)C3=O)CC2)c1 (stereo unspecified)
 : 3	22	-1	-8	3	1	7	10	3	i
- CC(C)n1c(O)c(/C=C2\C=Nc3ccccc32)sc1=Nc1ccccc1
 : -20	16	17	8	2	-11	0	-1	2	i
- COc1cccc(NC(=O)C(c2ccccc2)N2CCN(c3ccccn3)CC2)c1 (stereo unspecified)
 : -21	3	16	10	1	19	3	0	-2	i
- COCCCNc1oc(/C=C/c2ccccc2)nc1C#N
 : -157	-114	4	?	5	-4	0	0	37	i
- N=c1n(CCCOc2ccccc2Cl)c2ccccc2n1CC(N)=O
 : -3	15	31	2	-23	4	-2	0	-2	i
- O=C(/C=C/c1ccccc1)Oc1cccc2cccnc12
 : -13	-15	19	1	6	2	0	-2	0	i
- COc1cccc(-c2nn(-c3ccccc3)cc2/C=C(/NC(=O)c2ccccc2)C(=O)O)c1
 : 3	1	30	2	4	2	5	-9	8	i
- CC(C)(C)c1cc(CN2CCCC(O)C2)c(O)c(C(C)(C)C)c1 (stereo unspecified)
 : -16	18	-2	7	0	11	-1	0	3	i
- CCOc1ccc(NC(=O)CSc2nnc(-c3ccccn3)n2N)cc1
 : -1	3	18	-12	2	0	-2	4	-6	i
- COC(=O)CSc1nnc(-c2ccc(S(=O)(=O)N3CCCC3)cc2)n1C
 : -26	-10	7	0	1	-1	3	-1	-4	i
- Cc1ccc(N2CC(C(=O)Nc3cc(C)ccc3F)CC2=O)cc1 (stereo unspecified)
 : -7	-39	14	13	-1	4	1	1	-8	i
- c1ccc2oc(-c3ccc(Nc4nc(N5CCCC5)nc(N5CCOCC5)n4)cc3)nc2c1
 : 5	8	7	-1	1	0	-2	0	-11	i
- Cc1ccc2c(CSc3nc4nc(C)cc(C)n4n3)cc(=O)oc2c1
 : -8	-4	18	10	-4	1	2	-2	17	i
- Cc1ccc(NC(=O)Nc2ccc3c(c2)OCO3)c(OC(F)F)c1
 : -104	-106	-3	20	4	7	2	1	11	i
- Cc1cc(/C=C(/C#N)C(=O)Nc2ccc(Cl)cc2)c(C)n1-c1cccnc1
 : -13	-37	0	10	0	4	1	/	7	i
- C#CCn1c(=NC(=O)CN2C(=O)CCC2=O)sc2cccc(C)c21
 : -89	3	48	1	3	7	-2	2	0	i
- O=C(Nc1ccc([N+](=O)[O-])cc1)C1COc2ccccc2O1 (stereo unspecified)
 : 3	-39	-15	11	2	2	-2	-2	1	i
- N=c1n(Cc2ccccc2)c2ccccc2n1CC(O)COc1ccc(Cl)cc1Cl (stereo unspecified)
 : -11	90*	3	12	3	-2	6	/	-2	/
- CC(=O)Nc1ccc(NC(=O)CCc2nc3ccccc3c(=O)[nH]2)cc1
 : -10	9	1	6	2	-1	0	-3	-2	i
- COc1ccc(OC)c(Nc2ncnc3sccc23)c1
 : 46	2	8	0	-3	10	6	-3	-7	i
- CCCCCCCCCOC1OC(CO)C(O)C(O)C1NC(C)=O (stereo unspecified)
 : -9	18	6	1	0	-9	-5	-5	-5	i
- CCCOc1cc(C)c(S(=O)(=O)N2CCOCC2)cc1C
 : -7	28	7	2	5	-4	-4	3	5	i
- COc1ccc(OCC(=O)Nn2c(-c3ccc(OC)cc3)nc3ccccc3c2=O)cc1
 : 28	-1	1	-32	0	1	-3	1	-11	i
- Cc1cccc(C)c1NC(=O)C(=O)NCCCN1CCOCC1
 : -15	-27	11	1	1	4	5	-2	-5	i
- O=C(c1ccccc1NS(=O)(=O)c1cccs1)N1CCOCC1
 : -12	-1	18	-10	0	-2	-4	/	-6	i
- Cc1ccccc1NS(=O)(=O)c1nnc(NC(=O)C(C)C)s1
 : -12	2	29	36	-1	-3	1	0	9	i
- CC(C)CNC(=S)NC(=O)c1csc([N+](=O)[O-])c1
 : 16	-3	?	-15	1	3	2	5	6	i
- COc1cc(C(=O)NC2CC(C)(C)Cc3c2cnn3-c2ccccc2)cc(OC)c1OC (stereo unspecified)
 : -8	0	19	-1	5	8	-6	-2	0	i

An excerpt of these results, with each value named.
Compound: CCCCCCCCCOC1OC(CO)C(O)C(O)C1NC(C)=O (stereo unspecified)
  KLF5 inh = -9
  aSyn UTR inh = 18
  AI-2 QS mod = 6
  HSF-1 act = 1
  GSK3beta inhib = 0
  IEC-6 tox = -9
  HSP90 refold inh = -5
  GSK3 alpha inh = -5
  HSF1 inhib = -5
  PolyA inhibitor = i
Compound: CCCOc1cc(C)c(S(=O)(=O)N2CCOCC2)cc1C
  KLF5 inh = -7
  aSyn UTR inh = 28
  AI-2 QS mod = 7
  HSF-1 act = 2
  GSK3beta inhib = 5
  IEC-6 tox = -4
  HSP90 refold inh = -4
  GSK3 alpha inh = 3
  HSF1 inhib = 5
  PolyA inhibitor = i
Compound: COc1ccc(OCC(=O)Nn2c(-c3ccc(OC)cc3)nc3ccccc3c2=O)cc1
  KLF5 inh = 28
  aSyn UTR inh = -1
  AI-2 QS mod = 1
  HSF-1 act = -32
  GSK3beta inhib = 0
  IEC-6 tox = 1
  HSP90 refold inh = -3
  GSK3 alpha inh = 1
  HSF1 inhib = -11
  PolyA inhibitor = i
Compound: Cc1cccc(C)c1NC(=O)C(=O)NCCCN1CCOCC1
  KLF5 inh = -15
  aSyn UTR inh = -27
  AI-2 QS mod = 11
  HSF-1 act = 1
  GSK3beta inhib = 1
  IEC-6 tox = 4
  HSP90 refold inh = 5
  GSK3 alpha inh = -2
  HSF1 inhib = -5
  PolyA inhibitor = i

Other structures follow:
The line under a structure holds: KLF5 inh	aSyn UTR inh	AI-2 QS mod	HSF-1 act	GSK3beta inhib	IEC-6 tox	HSP90 refold inh	GSK3 alpha inh	HSF1 inhib	PolyA inhibitor
- COc1cc(/C=C(\C#N)C(=O)NCc2cccs2)ccc1O
 : -23	26	11	0	-20	1	1	8	5	i
- Cc1cc(-c2c(C)[nH]n(-c3ccc(Cl)cc3)c2=O)n[nH]1
 : -49	-46	31	-7	-1	4	3	/	-3	i
- O=C(c1ccccc1Cl)N1CCC(c2nc3c(nnn3Cc3ccco3)c(=O)[nH]2)CC1
 : 29	15	19	-1	3	3	0	13	-7	i
- COc1cccc(/C=C2\Sc3ccc(C(=O)NCC4CCCO4)cc3N(C)C2=O)c1 (stereo unspecified)
 : -33	-4	30	18	1	-5	-1	-15	4	i
- Cc1ccc(CSc2cc(C)[nH]c(=O)n2)cc1
 : -30	-14	22	18	-3	8	-2	1	-1	i
- CCN(CC)S(=O)(=O)c1ccc(C(=O)Nc2cccc(C)c2)cc1
 : -43	-25	24	0	2	4	2	3	6	i
- Cc1ccc(C(=O)N2CC(C(=O)O)C2)cc1
 : -34	-2	19	0	2	-3	0	0	-2	i
- CC(=O)C1=NN(c2ccccc2)C(c2cccs2)N1c1ccccc1 (stereo unspecified)
 : -41	/	31	/	1	-3	-3	1	/	/
- COc1ccc(CNC(=O)C2CCCN2S(=O)(=O)c2ccccc2)cc1 (stereo unspecified)
 : -3	-4	34	16	1	-2	0	-2	6	i
- Cc1ccc2c(C)nc(Nc3nc(CSc4nc5ccccc5[nH]4)cc(=O)[nH]3)nc2c1
 : -25	?	23	-2	-2	0	-4	-4	-10	i
- O=c1cc(-c2ccc([N+](=O)[O-])cc2)nc2cc(-c3ccc(Cl)cc3)[nH]n12
 : -2	/	/	/	/	7	5	5	/	/
- O=C(Cc1csc(-c2ccccc2)n1)NCc1cccs1
 : -17	-20	15	23	-5	-2	-1	-3	18	i
- Cc1ccc(S(=O)(=O)/N=C(\CN2CCCCC2)N2CCOCC2)cc1
 : -7	-3	14	5	3	-7	-4	4	4	i
- Cc1cc(C)nc(SCCC(=O)N2CCOCC2)n1
 : 1	-6	-1	4	-1	-3	0	1	0	i
- COc1ccc(OC)c(S(=O)(=O)N2CCC(NC(=O)c3ccccc3)CC2)c1
 : -11	25	21	11	-4	-5	4	-2	-4	i
- CCn1c(SCC(=O)Nc2c(C)n(C)n(-c3ccccc3)c2=O)nnc1-c1cccc(C)c1
 : -21	22	13	3	-2	1	-4	1	-3	i
- CS(=O)(=O)N1CCN(c2ccccc2NC(=O)c2ccc3ccccc3c2)CC1
 : -57	0	22	7	-2	-6	-2	1	0	i
- S=c1[nH]nc(-c2ccco2)n1-c1ccccc1Cl
 : -50	-37	5	8	-2	5	3	-3	-5	i
- O=C(NC1C(=O)NNC1c1ccccc1)c1ccc(F)cc1 (stereo unspecified)
 : -10	-24	/	3	/	-2	-3	-1	7	i
- COc1ccc(OC)c(C(=O)CSc2nnc(Cc3cccs3)n2C)c1
 : -30	5	26	-6	-3	-1	-1	0	3	i
- C=CCc1cc(C)ccc1OCCn1ccnc1
 : 7	19	19	13	3	15	7	1	2	i
- O=C(Cc1coc2ccc3ccccc3c12)N1CCN(c2ncccn2)CC1
 : 11	-4	6	7	-6	2	3	-3	-2	i
- CSCCC(C(=O)NC1=NCCS1)N1C(=O)c2ccccc2C1=O (stereo unspecified)
 : -24	-8	4	20	-1	-3	33*	-2	-1	i
- O=C(CN1C(=O)c2ccccc2C1=O)NNC1=NS(=O)(=O)c2ccccc21
 : 3	22	1	25	3	-4	2	-1	-4	i
- Oc1cccc2cnccc12
 : -36	9	30	30	1	-5	13	4	17	i
- Cc1ccc(C(=O)N2CCN(CCNC(=O)C(=O)NCc3ccc(Cl)cc3)CC2)cc1
 : 3	19	19	5	-1	3	-3	0	4	i
- CC(NC=O)c1nc2ccccc2n1CCc1ccccc1 (stereo unspecified)
 : -19	2	-1	2	-5	11	6	1	11	i
- COc1ccc(-c2c3c(nc4sc(C(=O)Nc5cc(C)on5)c(N)c24)CCC3)cc1
 : -13	33	17	13	-1	-2	-1	0	6	i
